From PubChem BioAssay
STK33 kinase inh – inhibitors of human STK33 kinase. actives 0.073% (n = 320,000). purified STK33, MBP phosphorylation, ADP-Glo luminescence. inhibition, % at 10 µM;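 active = inhibition at or above 25%, using the most active replicate where run in duplicate; inactive = inhibition below 25%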
Target sequence (Q9BYT3 whole entry, looked up): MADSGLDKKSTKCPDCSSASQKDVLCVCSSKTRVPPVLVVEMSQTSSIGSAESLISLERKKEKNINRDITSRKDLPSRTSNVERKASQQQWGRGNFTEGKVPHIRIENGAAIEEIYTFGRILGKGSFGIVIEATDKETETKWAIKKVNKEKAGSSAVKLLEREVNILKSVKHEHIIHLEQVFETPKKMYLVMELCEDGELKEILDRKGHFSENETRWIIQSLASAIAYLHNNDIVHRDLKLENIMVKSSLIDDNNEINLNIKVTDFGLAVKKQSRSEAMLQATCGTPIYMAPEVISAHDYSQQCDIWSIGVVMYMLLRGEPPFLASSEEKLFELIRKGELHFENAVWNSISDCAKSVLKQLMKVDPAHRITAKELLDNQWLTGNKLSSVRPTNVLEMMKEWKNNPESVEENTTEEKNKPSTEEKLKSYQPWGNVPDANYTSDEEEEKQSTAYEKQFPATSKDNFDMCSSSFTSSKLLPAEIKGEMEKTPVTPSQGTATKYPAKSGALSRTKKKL
OX1R antag-1 – blocks the human orexin 1 receptor; inhibition, % at 5 µM; actives 0.43% (n = 330,000); AID 434989; CHO/OX1R cells, Fluo-8 calcium fluorescence, orexin A; O43613;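 active = inhibition above its plate's threshold, mean inhibition of all tested compounds on the plate plus 3 SD, cut at about 37% in these data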;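 note: 0% = orexin A challenge wells and 100% = SB-334867-A antagonist wells; not every result past the cut was called active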
Target sequence (O43613 whole entry, looked up): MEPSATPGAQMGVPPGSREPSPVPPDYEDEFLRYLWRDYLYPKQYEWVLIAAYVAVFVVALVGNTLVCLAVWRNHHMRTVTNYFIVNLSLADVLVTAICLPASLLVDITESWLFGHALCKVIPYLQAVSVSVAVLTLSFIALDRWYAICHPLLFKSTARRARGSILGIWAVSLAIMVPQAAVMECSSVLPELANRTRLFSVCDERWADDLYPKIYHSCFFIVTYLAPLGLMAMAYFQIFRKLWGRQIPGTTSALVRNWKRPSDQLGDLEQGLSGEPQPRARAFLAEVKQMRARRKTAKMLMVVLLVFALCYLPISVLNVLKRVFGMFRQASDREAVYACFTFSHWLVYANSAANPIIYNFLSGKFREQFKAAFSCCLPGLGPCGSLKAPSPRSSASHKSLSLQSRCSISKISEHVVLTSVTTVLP
OX1R antag-2 – antagonists of human orexin 1 receptor (OX1R); OX1R-expressing cells, FRET antagonist read-out; inhibition, % at 6.6 µM; actives 1.8% (n = 330,000); AID 485270; in the data active = inhibition mostly above about 38%, no sharp cut-off; inactive = mostly below about 40%;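 note: 0% = agonist challenge alone and 100% = reference antagonist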
* marks the source's active call; other numbers are inactive results; · = not tested or not shown. Rows were taken by chance (roughly 2.2% active in at least one column).

molecule	STK33 kinase inh	OX1R antag-1	OX1R antag-2
c1ccc(CSc2nnc3ccc(-c4ccncc4)nn23)cc1	1.1	10	9
COc1cccc(CN(C)C(=S)Nc2cccc(C)c2)c1	-0.1	-15	-3
CC(Cc1ccccn1)NC(=O)c1ccc(OC2CCN(Cc3ccccn3)CC2)cc1 (stereo not drawn)	-1.3	-18	32
O=c1cc(CO)oc(C(Nc2cccc([N+](=O)[O-])c2)c2ccccn2)c1O (stereo not drawn)	-0.1	-5	27
CCc1cc2c3c(c1)C(C)CC(C)(C)N3C(=O)/C2=C1\SC(=O)NC1=O (stereo not drawn)	-2.7	-20	4
COc1ccc(C(C)=O)cc1CSc1ccccn1	-3.9	-11	6
CN(C)N=C1c2cc(S(=O)(=O)N3CCOCC3)ccc2-c2ccc(S(=O)(=O)N3CCOCC3)cc21	-1.1	2	11
Cc1nc2cc(C(=O)NCCN3CCOCC3)ccc2n1-c1ccc(F)cc1F	·	-15	5
CC(C)(C)NCc1cc2ccccc2[nH]c1=O	-0.2	-2	7
S=C(Nc1ccccc1Cl)NC1CCN(Cc2ccccc2)CC1	-1.3	-24	9
CCOC(=O)c1cc(-c2cccs2)[nH]n1	-0.2	-10	2
O=[N+]([O-])c1cccc(/C=N/Nc2nc(N3CCOCC3)nc(N3CCOCC3)n2)c1	-1.4	-13	5
COc1cc(NC(=O)CS(=O)(=O)c2ccc(C)cc2)cc(OC)c1OC	7.4	-15	9
Cc1ccc(SCCNC(=O)CN2C(=O)c3ccccc3S2(=O)=O)cc1	-0.1	-27	9
CCN1CCN(Cc2ccc(NC(=O)Nc3ccc(OC)cc3)cc2)CC1	0.7	-2	9
CCS(=O)(=O)c1ccc2oc(SCC(=O)NCCc3ccc(OC)cc3)nc2c1	·	-14	7
COc1ccc(S(=O)(=O)N2CCN(C(c3ccccc3)c3ccccc3)CC2)cc1NC(C)=O	-0.2	-11	5
CN(C)c1ccc(/C=C2/C=C(c3ccc4c(c3)CCCC4)OC2=O)cc1	0.3	-6	9
CCCC(=O)NC(c1ccc(OC)cc1)c1ccc2cccnc2c1O (stereo not drawn)	-2.0	-33	8
O=c1oc2ccccc2c2c1nnn2CCO	-0.1	6	21
CC(C)N(C(=O)[C@H]1C[C@H](CC(=O)NCCCN(C)C)C(=O)N2CCc3c([nH]c4cc(CCC(=O)N(C)C)ccc34)[C@]12C)C(C)C	·	5	3
O=C(CN1C(=O)NC2(CCCC2)C1=O)OCc1ccc(F)cc1	-1.8	-17	0
COc1cccc(CN(C)C(=O)COc2ccc(C(=O)c3ccc(Cl)cc3)cc2)c1OC	1.0	-37	9
COc1ccc(-c2nnn(CC(=O)N(CC(=O)NC3CCCC3)Cc3ccco3)n2)cc1OC	0.8	-21	3
O=C(/C=C/c1ccco1)NC(=S)Nc1cccc(C(=O)O)c1	2.8	-7	-8
CC1CCCN(C2(O)C(=O)Nc3ccc([N+](=O)[O-])cc32)C1 (stereo not drawn)	-1.0	-19	5
COc1cccc(NC(=O)Nc2cccn(Cc3ccc(C)cc3)c2=O)c1	0.5	-6	29
O=C(Nc1ccc(NC(=O)c2cccs2)cc1)c1ccc2ccccc2c1	2.5	7	23
CCCC(C(=O)NCCC(C)C)N(Cc1ccccc1)C(=O)c1snc(C(N)=O)c1N (stereo not drawn)	-25	-22	-1
COc1ccc(NS(=O)(=O)c2ccc(-c3coc(C)n3)cc2)c(OC)c1	-0.1	-2	6

(continued)
molecule	STK33 kinase inh	OX1R antag-1	OX1R antag-2
CCCC(=O)NC(C)C(c1cccs1)N1CCN(C)CC1 (stereo not drawn)	-2.2	-10	24
O=C(Nc1nc(COc2ccccc2)cs1)c1ccccc1F	-1.0	-12	21
CC1CC(C)(C)NC(=S)N1CCCC(=O)NCCc1ccc(Cl)cc1 (stereo not drawn)	-1.0	-10	8
Cc1onc(-c2c(Cl)cccc2Cl)c1NC(=O)NC1CCSC1 (stereo not drawn)	-0.4	-7	1
Cn1c(=O)n(CC(=O)O)c(=O)c2c1nc1n2CCCN1Cc1ccccc1	-1.3	1	9
COc1ccc(CCNC(=S)Nc2ccc(C(C)C)cc2)cc1	-1.2	-33	20
O=C(NC1CCCCC1)c1ccc(S(=O)(=O)NCc2ccco2)cc1	-0.6	-14	12
Cc1cccc2[nH]c(-c3ccc(NC(=O)c4ccco4)cc3)nc12	1.1	-32	20
Cc1cc(Nc2ncc(Cl)cc2Cl)n(-c2ccccc2C)n1	-0.5	-28	10
COC1=C/C(=C/c2c(N)n3nc(CC(=O)N4CCCC4)sc3nc2=O)C=CC1=O	-0.4	-1	2
CN(C)S(=O)(=O)Nc1cc(F)cc(F)c1	0.3	4	3
Cc1cccc(NC(=O)CSc2nc(N)cc(N)n2)c1	-1.2	-12	14
O=C(NNc1cc(N2CCOCC2)nc(N2CCOCC2)n1)c1ccc(Cl)cc1Cl	-2.8	-14	12
COc1cccc(C2C(C(=O)c3cc4ccccc4o3)=C(O)C(=O)N2c2cc(C)on2)c1 (stereo not drawn)	-1.8	-27	2
C/C(CC(=O)Nc1ccccn1)=N\NC(=O)C(=O)Nc1ccccc1C	1.7	-14	8
CN(C)S(=O)(=O)c1ccc(C(=O)N2CCCC2c2nc3ccccc3s2)cc1 (stereo not drawn)	-1.7	-17	28
CNc1ncc(C(=O)c2ccc(-c3ccccc3)cc2)s1	-1.6	-8	13
CN(/N=C/c1cc(Cl)cc(Cl)c1O)C(=S)NC(C)(C)C	1.4	-17	10
O=C(CSc1nc2c([nH]c3ccccc32)c(=O)n1-c1cccc(Cl)c1)N1CCOCC1	-0.3	-22	18
CCc1cc2cc3c(cc2nc1SCC(=O)Nc1c[nH]c(=O)[nH]c1=O)OCO3	-1.2	-6	24
Cc1ccc(N=C2C(=O)Nc3ccc(Br)cc32)cc1	0.7	-11	7
CN(c1ccccc1C(=O)Nc1ccc(F)c(F)c1)S(C)(=O)=O	-1.5	0	19
COc1ccc(C2Nc3cc(OC)ccc3-n3cccc32)cc1 (stereo not drawn)	0.1	-29	17
OCC[C@@H]1C[C@H](O)[C@@H](O)[C@@]2(OCCCc3ccccc32)O1	-1.1	17	25
COc1ccc2cc3c(N)c(C(=O)NCc4ccco4)sc3nc2c1	-0.4	-18	55
C=CCOc1cccc(C2/C(=C(/O)c3ccc(Cl)cc3)C(=O)C(=O)N2CCN2CCOCC2)c1 (stereo not drawn)	-0.9	-13	5
CN(Cc1ccc(F)cc1)Cc1nc(-c2ccccc2)no1	-2.0	-15	11
Cc1noc(/C=C/c2ccco2)c1S(=O)(=O)N1CCC(C(=O)N2CCc3ccccc3C2)CC1	-0.3	-21	21
Cn1c(=O)n(-c2cccc(Cl)c2)c(=O)n1C	-1.0	-6	5
CN(Cc1ccccc1)C(=O)CCC1CCN(C(=O)c2ccccc2C(F)(F)F)CC1	-1.3	-8	2

Carrying on.
molecule	STK33 kinase inh	OX1R antag-1	OX1R antag-2
O=C(Nc1ccc(F)cc1Cl)c1ccc2c(=O)n3c(nc2c1)CCCCC3	-0.3	-34	4
CCNC(=S)NCc1ccc2[nH]c(C)cc2c1	-1.9	-6	-1
O=C(Oc1cccc(-n2cnnn2)c1)c1ccccc1	-1.5	-21	0
CC1(C)S[C@@H]2[C@H](NC(=O)COc3ccccc3)C(=O)N2C1C(=O)OCc1cc2ccccc2n1S(=O)(=O)c1ccccc1 (stereo partly drawn)	-1.7	-3	12
O=C1C2CCCCN2C(=O)N1CCCCN1CCN(c2ccc(F)cc2)CC1 (stereo not drawn)	-0.4	-22	4
CCCNc1nc(=S)n(-c2ccccc2)c(C)c1C(C)=O	-0.3	6	11
O=C1CN=C(Nc2cccc(C(F)(F)F)c2)N1C1CCCC1	-1.5	-5	7
COc1ccc(OC)c(NC(=O)COC(=O)CCNc2ccccc2OC)c1	2.2	-4	55*
COc1cccc(-c2nn(C)c3sc(C(=O)NCc4ccc(C)o4)cc23)c1	-0.1	-25	72*
Cc1nonc1NC(=O)CSc1nnc(-c2ccoc2C)n1CC(C)C	-2.2	-20	35
CCCN(CC(=O)Nc1ccccc1OC)C(=O)CCC(=O)c1ccc(F)cc1	0.6	45*	25
O=C(NCc1nnc(SCC(=O)N2CCCC2)o1)c1c(F)cccc1Cl	-1.8	-2	16
CC(NC(=O)c1cc2c(cc1Cl)N1CCCCCC1=NS2(=O)=O)c1ccc(S(N)(=O)=O)cc1 (stereo not drawn)	0.6	-1	10
COc1cccc(-c2ocnc2C(=O)Nc2ccc3c(c2)CCC3)c1	0.2	-35	32
CCOc1ccc(CN(C)C(=O)CNC(=O)c2ccc3ccccc3c2)cc1OC	-0.1	3	69
O=C(CCC(=O)N1CCN(c2ccc(F)cc2)CC1)c1ccccc1	0.7	-8	-2
COC(=O)c1ccc(NC(=O)c2cccc(Cl)c2)o1	4.8	-13	13
CCNC(=S)NNC(=O)CCn1c2ccccc2c2ccccc21	-1.5	-12	41
CCCCNS(=O)(=O)NC(=O)C1=C(N2CCCC2)COC1=O	-0.8	0	1
COc1ccccc1Cn1c(=S)[nH]c2cc(C(=O)NCC3CCCO3)ccc2c1=O (stereo not drawn)	-1.5	-20	20
COc1ccc(N2C(=O)CCC(C(=O)NCc3ccccn3)C2c2ccc(F)cc2)cc1 (stereo not drawn)	-5.0	-14	-7
C[C@@H](NC(=O)c1ncn(Cc2ccccc2)c1C(=O)N[C@H](C)c1ccccc1)c1ccccc1	-0.5	-11	0
CC(C)N1CCN(Cc2ccc(C#CC(C)(C)O)s2)CC1CCO (stereo not drawn)	-2.7	-12	4
c1ccc(-c2ccc(OCCOCCn3cncn3)cc2)cc1	-0.7	-10	20
O=C(O)c1ccccc1Nc1ccc(OC(F)F)cc1	-0.2	0	29
Cc1cc(C(=O)Nc2ccc3c(c2)OCCO3)co1	-1.1	-11	15
O=C(O)CN1C(=O)c2ccc(Oc3ccc4c(c3)C(=O)N(CC(=O)O)C4=O)cc2C1=O	0.8	-6	17
Cc1ccccc1-c1nc(CS(=O)(=O)CC(=O)NCc2ccc(F)cc2)c(C)o1	-1.3	-22	3
O=C(NCCN1CCOCC1)c1cn(CCc2ccccc2)nn1	0.3	-6	10
c1cncc(CSc2ccc(-c3cccnc3)nn2)c1	-1.4	-8	19

Following part
molecule	STK33 kinase inh	OX1R antag-1	OX1R antag-2
O=C(Cc1ccccc1)N1CCN(C(=O)c2ccc([N+](=O)[O-])cc2)CC1	-2.0	-15	36
CC1=Nc2ccccc2N=C(NC(=O)/C=C/C(=O)O)C1c1ccccc1 (stereo not drawn)	-2.3	-14	14
COc1ccc([C@H]2CC(=O)C=C(c3cccc(C(C)C)c3)C2)cc1OC	-1.6	48*	6
CC(C)(C)C(=O)Nc1nnc(SCc2cccc(F)c2)s1	-0.8	-13	13
O=C(O)c1ccc2[nH]c3c(c2c1)CSCC3	3.3	0	10
CCN(CC(=O)Nc1cc(Cl)ccc1C)C(=O)C1CCCCC1	-0.8	-19	23
CCOc1cccc2sc(Nc3nc4ccc(NC(C)=O)cc4s3)nc12	-1.3	-27	7
CCCCn1c(SCC(=O)Nc2cc(C(F)(F)F)cc(C(F)(F)F)c2)nnc1C(CC)N(C)C (stereo not drawn)	0.2	-35	5
Cc1cccc(NC(=O)CCSc2nc(C)cc(C)n2)c1	0.0	-11	28
COc1ccc(CN2CCN(Cc3ccccc3)C(CCO)C2)cc1OC (stereo not drawn)	-0.6	-18	15
N#Cc1cc2c(nc1SCC(=O)Nc1sc3c(c1C#N)CCC3)CCCC2	-1.0	-17	16
COC(=O)c1sccc1S(=O)(=O)Nc1ccc(S(N)(=O)=O)cc1	-0.2	-4	-4
CCOC(=O)c1cccc(NC(=O)c2cnc3ccccc3n2)c1	1.7	-34	44
CCOc1ccc(CCNC(=O)COC(=O)COc2cc(C)cc(C)c2)cc1OCC	-0.7	-26	13
Cc1nc2nc(SCC(=O)NCCCN3CCCCCC3)nn2c(C)c1Cc1ccccc1Cl	-0.9	-15	8
O=C(C[C@H]1C/C=C\C[C@@H](Cc2ccc(F)cc2)C(=O)OC[C@H]2CCCN2C1=O)N[C@H](CO)Cc1ccccc1	-0.4	-10	8
CC12CCC(c3c(C(=O)O)nn(-c4ccccc4)c31)C2(C)C (stereo not drawn)	-1.6	17	41*
Cc1cnc(NS(=O)(=O)c2ccccc2)c(Br)c1	-0.9	-4	9
CCN(CC(=O)Nc1ccc2c(c1)OCCO2)CC(=O)Nc1ccc2c(c1)OCO2	-1.4	-15	28
